Screening data (PubChem)
S1P4 ag: activates the human S1P4 receptor | O95977 | S1P4-expressing cell line, agonist reporter assay | activation, % at 4.98 µM | 220,000 tested, 0.35% active | AID 1509; in the data active = activation above about 11%;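 note: 0% = DMSO vehicle and 100% = reference agonist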
PERK inhibitor: human PERK inhibition, primary cell-based screen; Q9NZJ5; CHO PERK-DD fusion, SEAP luminescence translation reporter; inhibition, % at 5.6 µM; 220,000 tested, 0.17% active; AID 1416;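 active = inhibition above the mean inhibition of all tested compounds plus 3 SD, set separately per screening campaign, cut at about 2.9% in these data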;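 note: PERK kinase domain activated by AP20187 dimerizer at 100 nM; 0% = DMSO with dimerizer and 100% = rapamycin at 8.4 µM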
Ba/F3 V617F tox: reduce viability of Ba/F3 cells dependent on JAK2V617F; inhibition, % at 5.6 µM; AID 1446; 220,000 tested, 1.1% active; Ba/F3 EpoR-JAK2V617F viability, ATP luminescence;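 active = inhibition above the campaign mean plus 3 SD over all tested compounds, cut at about 24% in these data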;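 note: cytokine-independent growth of Ba/F3 cells driven by EpoR plus mutant JAK2; 0% = DMSO-treated cells and 100% = JAK inhibitor I control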
Calpain2 inh: inhibitors of pig calpain II. purified calpain II, fluorogenic peptide substrate, 30 min. inhibition, % at 16 µM. 220,000 tested, 0.37% active. AID 1236;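 active = inhibition above about 50%, limit read from the data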
S1P4 antag: human S1P4 receptor antagonism; O95977; S1P4-expressing cells, antagonist mode, reporter read-out; inhibition, % at 4.98 µM; 220,000 tested, 0.26% active; AID 1510; in the data active = inhibition above about 29%;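 note: 0% = wells stimulated with agonist and 100% = vehicle wells without agonist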
EP2 mod: modulators of human EP2 prostaglandin E2 receptor | EP2-expressing cells, cAMP HTRF FRET, PGE2 co-stimulation | induction, % at 25 µM | 260,000 tested, 0.83% active;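 active = compounds whose cAMP rise, as percent of the full-agonist control response, exceeds 60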;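 note: rat C6 glioma line stably carrying human EP2 under a CMV promoter; the protocol text gives 20 µM as final concentration; 100% = response of wells given 1 µM PGE2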
Target sequence (P43116 whole entry, looked up): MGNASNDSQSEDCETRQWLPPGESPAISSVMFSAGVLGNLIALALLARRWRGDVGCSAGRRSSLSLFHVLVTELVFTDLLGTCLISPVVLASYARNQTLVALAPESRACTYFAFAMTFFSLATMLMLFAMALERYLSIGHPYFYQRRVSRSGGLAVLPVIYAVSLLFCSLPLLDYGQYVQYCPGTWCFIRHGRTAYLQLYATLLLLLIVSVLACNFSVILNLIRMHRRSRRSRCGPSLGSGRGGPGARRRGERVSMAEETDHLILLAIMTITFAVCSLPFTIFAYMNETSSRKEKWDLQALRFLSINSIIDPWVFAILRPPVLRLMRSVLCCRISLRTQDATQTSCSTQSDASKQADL
BaF3 tox: reduces parental Ba/F3 cell viability, JAK2V617F counter-screen; CellTiter-Glo ATP luminescence; inhibition, % at 5.6 µM; 220,000 tested, 1.1% active; AID 1486;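 active = inhibition above a per-campaign cutoff, the mean inhibition of all tested compounds plus 3 SD, cut at about 27% in these data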;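 note: 0% = DMSO wells and 100% = JAK Inhibitor I control wells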
TRPML3 agonist: activates the human TRPML3 channel; Q8TDD5; HEK293 TRPML3-YFP, Fluo-8 calcium fluorescence; 100% = the carbachol control signal; activation, % at 3 µM; 220,000 tested, 0.29% active;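 active = activation above its plate's cutoff, the mean activation of the plate's test wells plus 3 SD, cut at about 12% in these data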;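 note: 0% = DMSO only wells and 100% = carbachol wells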
Target sequence (Q8TDD5 whole entry, looked up): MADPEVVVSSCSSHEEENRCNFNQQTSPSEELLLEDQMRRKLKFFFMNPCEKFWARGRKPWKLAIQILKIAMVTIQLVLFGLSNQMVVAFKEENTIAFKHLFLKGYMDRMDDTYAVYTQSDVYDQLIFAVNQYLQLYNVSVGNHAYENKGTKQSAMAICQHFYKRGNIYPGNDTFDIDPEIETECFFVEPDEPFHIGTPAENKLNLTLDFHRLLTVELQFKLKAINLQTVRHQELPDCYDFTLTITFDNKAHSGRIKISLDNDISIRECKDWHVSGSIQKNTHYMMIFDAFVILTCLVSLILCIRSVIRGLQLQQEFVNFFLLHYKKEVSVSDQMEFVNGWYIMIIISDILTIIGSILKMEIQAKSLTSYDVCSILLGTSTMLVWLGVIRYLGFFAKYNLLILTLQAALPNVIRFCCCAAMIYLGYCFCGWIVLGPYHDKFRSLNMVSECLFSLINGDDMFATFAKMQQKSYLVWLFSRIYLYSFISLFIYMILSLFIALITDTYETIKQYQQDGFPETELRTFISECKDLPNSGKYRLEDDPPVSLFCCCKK
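Material: HEK293 cells stably carrying human TRPML3-YFP; compound dosing: single dose, 3 µM final nominal compound, 0.3% DMSO final; incubation: 1-h 37 °C dye load, 5-s basal, 120-s post-compound reads; technique: Fluo-8 intracellular calcium fluorescence, excitation 470-495 nm, emission 515-575 nm; read-out basis: percent activation from peak-to-basal fluorescence ratio, scaled between DMSO and carbachol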
TRPN1 ag: activates the zebrafish TRPN1 channel | 220,000 tested, 0.18% active | HEK293 zebrafish TRPN1-YFP, Fluo-8 calcium fluorescence; 100% = response to 87 µM carbachol | AID 1424 | activation, % at 3 µM;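 active = activation above its plate's cutoff, the mean activation of test wells on that plate plus 3 SD, cut at about 19% in these data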;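 note: 0% = DMSO alone and 100% = 87 µM carbachol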
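Material – zebrafish TRPN1-YFP in HEK293 cells · Doses – 3 µM single point · Schedule – dye 1 h 37 °C plus 30 min RT · Signal – Fluo-8 calcium fluorescence, excitation 470-495 nm, emission 515-575 nm · Read-out – % activation versus carbachol response · Control set – carbachol high, DMSO low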
An asterisk follows results filed as active; i = inactive; & = joins results of further samples. No enrichment for hits. About 3.6% of those tested had a hit in this group.

SMILES | S1P4 ag | PERK inhibitor | Ba/F3 V617F tox | Calpain2 inh | S1P4 antag | EP2 mod | BaF3 tox | TRPML3 agonist | TRPN1 ag
Cc1ccc(Cl)cc1N1CCN(C(=O)c2ccc(NS(=O)(=O)c3c(C)noc3C)cc2)CC1 | -0.2 | -0.2 | 1 | -9 | -23 | 27 | 3 | -0.7 | 0.4
Cc1onc(C(=O)N2CCN(c3ccccc3F)CC2)c1-c1ccccc1Cl | -0.3 | -1.2 | 9 | 33 | -23 | 1 | 7 | -0.3 | 2.2
COc1ccc2nc(NC(=O)C3CCN(S(=O)(=O)c4cccc5nsnc45)CC3)sc2c1 | 1.0 | -1.4 | 4 | -64 | 3 | -38 | 9 | 1.9 | 2.8
CC(Sc1ccccc1)C(=O)NN=C1CCCC1 (centres undefined) | -0.4 | 0.7 | -4 | 3 | 21 | -17 | -1 | 0.6 | -1.2
CC(c1ccccc1)N1CCn2c(nc3cc(NS(C)(=O)=O)ccc32)C1 (centres undefined) | 0.3 | 1.9 | -2 | -28 | -6 | 36 | 2 | 0.3 | 0.2
CCCC(c1nnnn1Cc1ccccc1)N1CCN(c2ccccc2OC)CC1 (centres undefined) | -1.8 | -0.7 | 2 | 10 | -8 | -53 | 2 | -0.4 | 0.0
O=C(COC(=O)c1ccccn1)Nc1nc(-c2cccc([N+](=O)[O-])c2)cs1 | -0.7 | -0.6 | 2 | -22 | 16 | -68 | 1 | 0.1 | 3.4
COc1cc(NC(=O)c2ccco2)c(OC)cc1NC(=O)Nc1ccc(Cl)cc1 | 0.7 | -1.0 | 3 | i | -8 | 31 | 3 | 0.8 | 1.2
O=C(OCC(=O)N1CCOCC1)c1ccc2[nH]c3c(c2c1)CCCC3 | 0.7 | 0.4 | -6 | -12 | -12 | 4 | -2 | 0.8 | 0.7
CCOC(=O)c1ccc(Nc2ncnc3ccc(C)cc23)cc1 | 2.6 | -0.4 | -3 | -60 | 9 | 22 | 0 | -0.4 | 0.0
Cc1ccc(O)c(NC(=O)/C=C/C(=O)O)c1 | 1.5 | 1.5 | -4 | 11 | 13 | -1 | 2 | 0.6 | 1.7
O=C(CN1C(=O)CS/C1=C\c1nc(-c2ccc(Cl)cc2)cs1)Nc1cccnc1Cl | 1.0 | -0.1 | -2 | -10 | -7 | 10 | 1 | 0.3 | -0.2
O=C(OCc1ccccc1Cl)c1ccc(-n2cnnc2)cc1 | -1.3 | -0.2 | 1 | 15 | -15 | -2 | 1 | -1.1 | -0.1
COCCN1Cc2cccc(C(=O)Nc3ccc(S(=O)(=O)N4CCCCC4)cc3)c2C1=O | -2.2 | -0.8 | -5 | 6 | -24 | 18 | -2 | -0.3 | -1.4
CC(=O)Nc1ccc(S(=O)(=O)NCC2CCC(C(=O)NC(C)c3ccccc3)CC2)cc1 (centres undefined) | 0.8 | 0.2 | 3 | 24 | -7 | -6 | 2 | 0.7 | -0.3
O=C(c1cccc([N+](=O)[O-])c1)c1ccccn1 | 0.7 | 1.8 | -2 | 8 | -10 | 1 | 1 | -0.1 | -0.3
CCOC(=O)N1CCN(C(=O)c2ccc3nc4ccsc4c(=O)n3c2)CC1 | -1.5 | -0.2 | -1 | -376 | -6 | -9 | 3 | 0.9 | 0.2
CCOc1ccc(NC(=O)CSc2nnc(C34CC5CC(CC(C5)C3)C4)n2C)cc1 | 4.9 | -1.1 | 1 | 15 | -9 | 44 | 3 | 0.8 | -0.3
N=c1n(Cc2ccccc2)c2ccccc2n1CC(O)c1ccco1 (centres undefined) | 0.9 | -1.2 | 7 | 6 | 2 | 9 | 8 | 0.1 | -0.2
C=CCn1c(-c2cc3c(s2)CCC(CC)C3)n[nH]c1=S (centres undefined) | 2.7 | 0.4 | -5 | -356 | 7 | 12 | 3 | 0.3 | -1.6
C/C=C/c1ccc(OCC(=O)OCC(=O)NC2CC2)c(OC)c1 | 0.5 | 0.7 | 6 | 3 | -47 | 6 | 8 | 0.8 | -0.1
COc1ccc(CN(Cc2ccc(C(=O)O)cc2)C(=S)Nc2ccccc2C)cc1OC | -1.0 | 1.7 | -3 | -13 | 0 | 0 | 1 | -0.3 | -1.1
Nc1nc(Nc2ccccc2)nc(NCc2ccco2)c1[N+](=O)[O-] | -0.8 | -0.2 | 0 | 40 | -16 | 38 | 5 | -1.4 | -3.1
CCCCn1c(SCC(=O)N2c3ccccc3CCc3ccccc32)nc2c1c(=O)n(C)c(=O)n2C | 0.3 | 0.1 | 1 | -15 | -26 | 45 | 3 | 0.4 | -0.4
CC(C)=Cc1oc2ccc([N+](=O)[O-])cc2c1N1CC(C)OC(C)C1 (centres undefined) | 0.9 | 0.6 | 2 | -23 | -2 | 62* | 5 | 1.0 | 2.1
CCOC(=O)CN1C(=O)C(C)(C)Oc2ccc(C(=O)Nc3ccccc3)cc21 | -0.5 | 0.4 | -4 | -7 | -8 | -16 | 3 | 0.3 | 2.3
Cc1oc(-c2ccccc2Cl)nc1CN1CCCCC1c1cccnc1 (centres undefined) | 2.7 | 0.4 | -2 | -54 | 4 | 7 | 9 | 1.3 | 0.0
Cc1cc(NC(=O)CSc2nc3cc4c(cc3c(=O)n2CCc2ccccc2)OCO4)no1 | 0.2 | 0.4 | 1 | -3 | -13 | -4 | 7 | 0.1 | 1.6
Clc1ccc(CONc2ncnc3nonc23)c(Cl)c1 | 1.8 | 1.8 | 4 | 7 | -4 | -3 | 4 | 2.5 | -0.6
CC(/C=C1\SC(=S)N(CC(=O)O)C1=O)=C\c1ccccc1 | -0.7 | 1.5 | -6 | 13 | 3 | -33 | 1 | 0.4 | 0.6

Molecules from the list above containing an aryl thioether with sulfur outside any ring (4):
SMILES | S1P4 ag | PERK inhibitor | Ba/F3 V617F tox | Calpain2 inh | S1P4 antag | EP2 mod | BaF3 tox | TRPML3 agonist | TRPN1 ag
CC(Sc1ccccc1)C(=O)NN=C1CCCC1 (centres undefined) | -0.4 | 0.7 | -4 | 3 | 21 | -17 | -1 | 0.6 | -1.2
CCOc1ccc(NC(=O)CSc2nnc(C34CC5CC(CC(C5)C3)C4)n2C)cc1 | 4.9 | -1.1 | 1 | 15 | -9 | 44 | 3 | 0.8 | -0.3
CCCCn1c(SCC(=O)N2c3ccccc3CCc3ccccc32)nc2c1c(=O)n(C)c(=O)n2C | 0.3 | 0.1 | 1 | -15 | -26 | 45 | 3 | 0.4 | -0.4
Cc1cc(NC(=O)CSc2nc3cc4c(cc3c(=O)n2CCc2ccccc2)OCO4)no1 | 0.2 | 0.4 | 1 | -3 | -13 | -4 | 7 | 0.1 | 1.6

The list continues.
SMILES | S1P4 ag | PERK inhibitor | Ba/F3 V617F tox | Calpain2 inh | S1P4 antag | EP2 mod | BaF3 tox | TRPML3 agonist | TRPN1 ag
NC(=O)c1cc2c3ccccc3ccn2c1-c1ccccc1 | -3.1 | 1.0 | 70* | -7 | 12 | 12 | -5 | 0.5 | 1.3
OC1CN=C2C=CC=CN2C1 (centres undefined) | 2.4 | 0.7 | -1 | -80 | -8 | 7&-5 | 3 | 1.1 | -0.2
CCOC(=O)N1CCN(C(=O)c2ccc(N3CCCC3=O)cc2)CC1 | -1.2 | -0.1 | 4 | -16 | 19 | -1 | 5 | -0.3 | 0.5
Cc1ccc(C(=O)CC2(O)C(=O)N(Cc3ccccc3)c3ccccc32)o1 (centres undefined) | 1.5 | -0.6 | 2 | 7 | -9 | 17 | 7 | 0.5 | 0.8
O=C(Cc1c[nH]c2ccccc12)Nc1nc2ccccc2[nH]1 | -0.1 | -0.7 | -2 | -47 | 1 | -20 | 4 | -0.3 | 0.1
O=C(c1cc(-c2cccc(O)c2)on1)N1CCCCC1 | 0.9 | -0.1 | 2 | -10 | -1 | 9 | 2 | 0.2 | 1.4
COc1ccc(S(=O)(=O)CC2(O)CCN(C(=O)C(C)(C)C)CC2)cc1 | 1.4 | -0.6 | -2 | -7 | -16 | 12 | 1 | 1.3 | 1.9
CSCCC(NC(=O)c1ccccc1)C(=O)OCC(=O)N(C)CCC#N (centres undefined) | -0.1 | 0.1 | -1 | -16 | -9 | 18 | 2 | 1.3 | 2.3
COc1cc(C)c(Cl)cc1S(=O)(=O)N(C)C | 1.0 | 1.3 | -2 | 29 | -6 | 11 | 6 | 0.7 | -0.6
CCOc1cc2[nH]c(=O)n(Cc3cccc(OC)c3)c(=O)c2cc1OCC | 2.0 | -1.1 | 1 | -18 | -9 | 9 | 1 | -0.2 | 0.9
Cc1onc(-c2c(Cl)cccc2Cl)c1C(=O)NNC(=O)c1c(-c2c(Cl)cccc2Cl)noc1C | 1.5 | -1.5 | 1 | -22 | -9 | -26 | 2 | -0.6 | 0.2
Cc1c(C(=O)NCc2ccc3c(c2)OCO3)sc2nc(-c3ccccc3)cn12 | -2.6 | 0.3 | 2 | -31 | -12 | -4 | 11 | -0.5 | -1.5
Cc1nn(Cc2ccccc2)c(C)c1NC(=O)CSc1nc(C2CC2)nc2c1cnn2-c1ccccc1 | 1.3 | 0.7 | 1 | -45 | -14 | -7 | -1 | 0.0 | 0.2
CC1(C)C(c2cccs2)=[N+]([O-])C2(CCCCC/C2=N\O)N1O (centres undefined) | -2.0 | 0.2 | -3 | -1 | 10 | 34 | 0 | -0.1 | -0.3
Nc1nn2cc(-c3ccccc3)nc2c2ccccc12 | 0.9 | 0.4 | 7 | i | -30 | -59 | 11 | -0.4 | -1.2
CC(=O)C1=C(O)C(=O)N(C)C1c1ccccc1[N+](=O)[O-] (centres undefined) | -1.9 | 0.4 | 2 | -10 | 24 | -16 | 2 | -0.1 | 1.0
Nc1c(C(=O)c2ccccc2)oc2ccccc12 | 0.1 | 0.5 | 1 | 15 | -3 | 10 | 4 | 0.6 | -1.2
Cn1c(=O)c2cc3ccc(Cl)cc3nc2n(C)c1=O | 0.0 | 1.3 | -2 | -28 | -13 | -19 | 1 | 0.9 | 0.0
Cc1cccc(Cn2nc(-n3cccc3)c3c(C)cc(C)nc32)c1 | 1.6 | 0.8 | 1 | 10 | -34 | 53 | 6 | 0.5 | -1.6
O=C(O)CCC(=O)N1CCc2cc(S(=O)(=O)N3CCN(c4ccc(F)cc4)CC3)ccc21 | -2.2 | 1.1 | -3 | 20 | -18 | -1 | 8 | 1.2 | 0.9
Cc1ccc(C(=O)N2CCC(C)CC2)cc1C | 2.1 | 0.4 | -2 | 24 | -22 | -35&-2 | 7 | 0.5 | -0.7
Cc1ccc(C(=O)Nc2oc(-c3ccccc3)cc2C#N)cc1 | -4.2 | 1.7 | -2 | -78 | -9 | -63 | 6 | 0.8 | -1.6

One compound at a time, as listed above. Values in the order: S1P4 ag | PERK inhibitor | Ba/F3 V617F tox | Calpain2 inh | S1P4 antag | EP2 mod | BaF3 tox | TRPML3 agonist | TRPN1 ag
Record of `O=C(O)CCC(=O)N1CCc2cc(S(=O)(=O)N3CCN(c4ccc(F)cc4)CC3)ccc21` → -2.2 | 1.1 | -3 | 20 | -18 | -1 | 8 | 1.2 | 0.9
Record of `Cc1ccc(C(=O)N2CCC(C)CC2)cc1C` → 2.1 | 0.4 | -2 | 24 | -22 | -35&-2 | 7 | 0.5 | -0.7
